Assay outcomes: PubChem BioAssay, National Center for Advancing Translational Sciences (NCATS)
Anesthetic bind: binds horse apoferritin like a general anesthetic | 0.074% of 350,000 active | apoferritin/1-aminoanthracene competitive binding, fluorescence | Potency, µM (doses to about 77.5 µM), inactives show at the highest dose activity change, negative = displacement, actives largely listed as inhibitors | P02791; also: % is scaled to controls: 0 for no effect and ±100 for the full control effect; nearly all actives have a fitted effect of over 20% in size
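Apoferritin-based anesthetic binding model; compound displacement of fluorescent 1-AMA measured as endpoint fluorescence after 10 minutes at room temperature, scaled to free-ligand and complex controls.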
APE1 inh: blocks human APE1 abasic DNA cleavage; P27695; recombinant APE1, TAMRA/BHQ-2 abasic DNA cleavage fluorescence; Potency, µM (series often up to 65.8 µM), without a hit: at the top dose activity change, negative = inhibition, hits mostly inhibitors; 0.35% of 350,000 active; AID 2517;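 also: plate controls were vehicle for no effect and reference inhibitor for full effect; nearly all actives have a fitted effect of over 55% in size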
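Readout is kinetic fluorescence (ex 525, em 598 nm) from cleavage of 50 nM TAMRA/BHQ-2 THF abasic duplex by 0.75 nM APE1, compound added 15 min beforehand at RT.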
POLB inh: blocks human DNA polymerase beta activity; P06746; Pol beta primer extension/strand displacement, fluorescence kinetic; Potency, µM (doses to about 114 µM), for the others: top-dose activity change, negative = inhibition, hits mostly inhibitors; 1.3% of 340,000 active; AID 485314; also: % is scaled to controls: 0 for no effect and ±100 for the full control effect
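Values derive from four-parameter Hill fits of normalized kinetic data: reads at 0 and 10 min following addition of 50 nM substrate to 10 nM Pol beta preincubated 15 min with compound.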
BLM helicase inh: inhibitors of human Bloom syndrome helicase BLM | 0.2% of 350,000 active | Potency, µM (series often up to 56.1 µM), for the others: at the highest dose activity change, negative = inhibition, actives largely listed as inhibitors | recombinant BLM DNA unwinding, fluorescence dequenching;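 also: plate controls were vehicle for no effect and no enzyme for full effect; nearly all actives have a fitted effect of over 35% in size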
Pol eta inh: inhibitors of human DNA polymerase eta; AID 588591; recombinant Pol eta, fluorescent DNA replication assay; 1.2% of 390,000 active; Potency, µM (highest dose often 114 µM), inactives show top-dose activity change, negative = inhibition, usual class: inhibitors; also: % is scaled to controls: 0 for no effect and ±100 for the full control effect
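Pol eta (10 nM) was preincubated with compounds for 15 min at room temperature, after which fluorescent replication substrate (50 nM final) was added to start the reaction. Fluorescence was read kinetically at 0 and 10 min.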
G9a inh: inhibitors of human histone lysine methyltransferase G9a. Q96KQ7. G9a H3K9 monomethylation, AlphaScreen, 2 h. Potency, µM (series often up to 102 µM), for inactives: top-dose activity, negative = inhibition, hits mostly inhibitors. 8.8% of 350,000 active; also: % is scaled to controls: 0 for no effect and ±100 for the full control effect; nearly all actives have a fitted effect of over 75% in size
Target sequence (Q96KQ7 913-1193 limits assumed): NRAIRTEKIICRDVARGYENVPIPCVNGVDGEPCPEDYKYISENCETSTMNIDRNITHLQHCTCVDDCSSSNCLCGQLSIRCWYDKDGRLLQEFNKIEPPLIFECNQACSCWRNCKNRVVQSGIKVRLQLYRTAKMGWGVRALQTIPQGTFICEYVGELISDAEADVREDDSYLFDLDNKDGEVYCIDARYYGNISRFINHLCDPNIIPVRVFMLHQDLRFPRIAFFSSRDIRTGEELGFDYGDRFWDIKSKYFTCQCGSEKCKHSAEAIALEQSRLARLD
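Quantitative HTS format: methyltransferase activity on a biotin-tagged H3K9 peptide is measured by AlphaScreen, using a rabbit anti-monomethyl-H3K9 antibody with streptavidin donor and anti-IgG acceptor beads. Final levels are 20 nM enzyme, 500 nM peptide, 20 uM SAM; 2 h RT.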
POLI inh: inhibitors of human DNA polymerase iota. Q9UNA4. Pol iota fluorescent replication assay, 10 min. Potency, µM (top dose mostly 115 µM), for inactives: top-dose activity, negative = inhibition, usual class: inhibitors. 1% of 390,000 active. AID 588590
Target sequence (Q9UNA4 whole entry, looked up): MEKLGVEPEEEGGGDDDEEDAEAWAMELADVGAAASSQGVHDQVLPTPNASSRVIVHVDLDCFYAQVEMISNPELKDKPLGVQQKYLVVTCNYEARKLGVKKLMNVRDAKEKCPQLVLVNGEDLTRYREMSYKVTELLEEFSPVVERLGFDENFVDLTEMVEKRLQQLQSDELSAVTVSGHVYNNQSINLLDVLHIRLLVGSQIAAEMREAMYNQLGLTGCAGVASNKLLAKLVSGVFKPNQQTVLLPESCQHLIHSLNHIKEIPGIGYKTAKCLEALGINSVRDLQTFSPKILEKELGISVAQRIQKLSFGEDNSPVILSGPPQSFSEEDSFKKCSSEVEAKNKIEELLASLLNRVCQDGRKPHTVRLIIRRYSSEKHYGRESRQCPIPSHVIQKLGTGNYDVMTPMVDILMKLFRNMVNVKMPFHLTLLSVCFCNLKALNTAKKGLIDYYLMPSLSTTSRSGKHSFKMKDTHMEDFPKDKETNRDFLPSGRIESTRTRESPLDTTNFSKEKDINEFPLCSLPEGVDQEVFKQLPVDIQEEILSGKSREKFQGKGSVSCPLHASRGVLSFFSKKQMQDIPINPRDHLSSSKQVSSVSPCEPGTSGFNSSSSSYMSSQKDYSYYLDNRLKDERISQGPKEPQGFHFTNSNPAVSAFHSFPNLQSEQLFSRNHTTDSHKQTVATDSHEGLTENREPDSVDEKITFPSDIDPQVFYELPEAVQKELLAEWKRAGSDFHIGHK
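Pol iota at 10 nM preincubated 15 min with compounds at room temperature; reaction started with fluorescent substrate, 50 nM final. Fluorescence read kinetically at 0 and 10 min; buffer-only wells as negative control.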
POLK inh: inhibitors of human DNA polymerase kappa. Potency, µM (series often up to 107 µM), for inactives: at the top dose activity, negative = inhibition, hits mostly inhibitors. purified Pol kappa, fluorescent DNA synthesis assay, 10 min. AID 588579. 0.53% of 400,000 active; also: % is scaled to controls: 0 for no effect and ±100 for the full control effect
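First, compounds were pin-transferred onto 10 nM Pol kappa. After 15 min at room temperature, substrate was added to 50 nM final. Fluorescence was then measured kinetically at 0 and 10 min.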
BAZ2B block: blocks human BAZ2B. Potency, µM (highest dose often 114 µM), inactives show at the top dose activity change, negative = inhibition, most hits filed as inhibitors. 4.4% of 360,000 active. AID 504333. AlphaScreen BAZ2B-H3K14Ac peptide displacement; also: % is scaled to controls: 0 for no effect and ±100 for the full control effect; nearly all actives have a fitted effect of over 60% in size
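Protein-peptide AlphaScreen: BAZ2B 50 nM, b-H3K14Ac 50 nM, 1x PBS pH 7.4 + 0.01% Tween-20. Preincubation 30 min RT; cpd 30 min RT (top 110 uM); beads 20 min RT, light-protected.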
* marks the source's active call; other numbers are inactive results; ? = inconclusive; . = not tested or not shown; & = joins results of further samples; [ ] = dose if it differs, or a comment. Calls follow the shape of the dose curve; as a rule, active = well fitted curve in the direction sought with a large enough effect; inconclusive = small, poorly fitted or top-dose-only effect, or another doubt; inactive = no such curve, though single readings can be large; an effect the other way counts as inactive or inconclusive. Potency is read from the fitted curve at half-maximal effect.

SMILES | Anesthetic bind | APE1 inh | POLB inh | BLM helicase inh | Pol eta inh | G9a inh | POLI inh | POLK inh | BAZ2B block
Cc1cc(NC(=O)c2cccc(F)c2)no1 | -9% | -1% | 38% | 1% | -16% | -7%[12.7 µM] | 9% | -9% | -1%
CCOc1ccc(/C=C2\SC(=S)N(CCC(=O)Nc3ccccc3C(=O)O)C2=O)cc1 | -4% | 1% | ? | ? | -10% | 35µM* | -20% | -8% | ?
COc1ccccc1C(=O)Nc1ccccc1SC | -8% | 1% | 0% | -1% | -6% | 29%[59 µM] | 9% | -2% | 36%
COc1ccc(NC(=O)CC(C)c2ccccc2)cc1S(=O)(=O)N1CCOCC1 (stereo unspecified) | . | 35% | . | . | -13% | ? | 32%[activator] | -10% | 10%
COc1cc(/C=C/C(=O)O)cc(S(=O)(=O)N2CCCc3ccccc32)c1OC | 4% | -12% | -10% | 0% | ? | ? | ? | -16% | -19%
CCOc1ccc(-n2nc3cc(C)c(N)cc3n2)cc1 | 77%[activator] | 5% | 0% | 1% | -6% | . | ? | -8% | ?
NS(=O)(=O)c1cccc(NC(=O)CN2CCN(Cc3ccc4c(c3)OCO4)CC2)c1 | -7% | 11% | 6% | 7% | -18% | -9%[59 µM] | 7% | -5% | -2%
CC(Oc1ccccc1)c1ccnn1S(=O)(=O)c1ccccc1 (stereo unspecified) | -24% | -3% | 20% | -4% | -8% | . | 7% | -3% | 53%[activator]
CCOC(=O)N1CCC(Nc2nc3ccccc3n3nnnc23)CC1 | -14% | -4% | 3% | 0% | -27% | -1%[12.7 µM] | 31%[activator] | -15% | -24%
CCCCCCN(C(=O)CCCCCN1C(=O)NC(c2ccccc2)C(C(=O)OCc2ccccc2)=C1C)C(C(=O)NCCCC)c1ccc(OCC(=O)OC)c(C(=O)OC)c1 (stereo unspecified) | 5% | 11% | 7% | -16% | . | 7%[12.7 µM] | . | . | -1%
CCCCOc1ccc(C(=O)NCCc2sc(-c3cccc(F)c3)nc2C)cc1 | 6% | . | 11% | -7% | -9% | 6%[59 µM] | -5% | -9%[60.1 µM] | -1%
CCOc1ccc(CCNC(=O)c2ccc(F)c(S(=O)(=O)N3CCOCC3)c2)cc1OCC | -5% | 33% | -16% | -2% | -12% | 31% | 25% | -3% | -12%
COC(=O)c1sc2ccccc2c1NC(=O)c1ccc(S(=O)(=O)N2CCC(C)CC2)cc1 | -14% | -5% | -6% | -6% | -16% | 2% | -3% | -17% | -2%
O=C(CCNC(=O)c1ccccc1Cl)Nc1nc(-c2ccc3ccccc3c2)cs1 | 33%[activator] | -7% | 13% | -14% | -16% | 31%[59 µM] | 2% | -5% | 1%
CCOC(=O)C1=C(C)N=c2s/c(=C/c3cccc([N+](=O)[O-])c3O)c(=O)n2C1c1ccccc1 (stereo unspecified) | -18% | 24% | ? | -10% | -19% | 2µM* | ? | -10% | 7.1µM*
COC(=O)c1c(NC(=O)CN(C)CC(=O)Nc2ccc(C)cc2)sc2c1CCC(C)C2 (stereo unspecified) | . | -15% | . | . | -22% | -12%[59 µM] | 17% | -4% | -1%
NC(=O)[C@@H]1CC2(CC(c3cccc(NC(=O)CC(c4ccccc4)c4ccccc4)c3)=NO2)CN1C(=O)COc1ccc(Cl)cc1 (stereo partly specified) | -8% | -9% | ? | 1% | -5% | 31%[12.7 µM] | ? | -5% | -14%
COc1cccc2cc(CC(=O)c3ccc(C)cc3C)c(=O)oc12 | 0% | -25% | 1% | 0% | -15% | -9% | 34%[activator] | 10% | 14%
CC(C)NC(=O)C1CC(=O)N(C(C)c2ccccc2)C1 (stereo unspecified) | -12% | 18% | -1% | -5% | -8% | 9% | 41%[activator] | 0% | -5%
CCCc1ccc(C(=O)O/N=C(\N)c2ccccn2)cc1 | 9% | 30% | 2% | -2% | -2% | 14% | 21% | -4% | 4%
Cc1cc(C)n(CC(=O)Nc2cccc(C(F)(F)F)c2)n1 | -13% | 9% | 22% | -2% | -2% | 7%[59 µM] | 41% | 8% | -2%
Cc1ccc(N2CCN(C(=O)N3CCCC3)CC2)cc1Cl | -2% | 4% | -14% | -3% | -6% | -29%[59 µM] | -1%[58.9 µM] | -1% | -1%
Oc1ccccc1-c1cc(C(F)(F)C(F)F)nc(-c2ccccc2)n1 | -11% | -6% | 5% | 0% | 4% | -7% | 5% | -5% | -24%
C/C=C/C=[N+](\[O-])C(C)/C(=N/O)c1ccc(F)cc1 (stereo unspecified) | 1% | -5% | 6% | -2% | -10% | -4% | 15% | -15% | 11%
Cc1ccc(C2CC(c3cccs3)n3nc(N)nc3N2)cc1 (stereo unspecified) | -10% | -2% | 3% | 2% | 0% | -7% | -2% | -10% | -6%

Full records, looked up by structure. Values in the order: Anesthetic bind, APE1 inh, POLB inh, BLM helicase inh, Pol eta inh, G9a inh, POLI inh, POLK inh, BAZ2B block
CC(Oc1ccccc1)c1ccnn1S(=O)(=O)c1ccccc1 (stereo unspecified) in the list: -24%, -3%, 20%, -4%, -8%, ., 7%, -3%, 53%[activator]
Cc1cc(NC(=O)c2cccc(F)c2)no1 in the list: -9%, -1%, 38%, 1%, -16%, -7%[12.7 µM], 9%, -9%, -1%
CCCc1ccc(C(=O)O/N=C(\N)c2ccccn2)cc1 in the list: 9%, 30%, 2%, -2%, -2%, 14%, 21%, -4%, 4%

Going on with the list:
SMILES | Anesthetic bind | APE1 inh | POLB inh | BLM helicase inh | Pol eta inh | G9a inh | POLI inh | POLK inh | BAZ2B block
CN(C)CCN(Cc1ccco1)C(=O)c1oc2ccccc2c1NC(=O)c1cccc(F)c1 | ? | . | 0% | 1% | -15% | -40%[59 µM] | 13% | 1% | 5%[57.1 µM]
CCOc1ccc(-c2c(C)nn3c(C)c(C(=O)NCc4ccc(C)o4)cnc23)cc1OCC | -2% | . | -13% | 1% | . | -9%[59 µM] | -34% | 3% | -10%
CCN=C1S/C(=C\c2sccc2C)C(=O)N1CC | -7% | 5% | 6% | -2% | -10% | 71%[activator][59 µM] | 18% | -9% | 67%[activator]
Cc1ccc(N(CC(=O)N2CCOCC2)S(=O)(=O)c2ccccc2)cc1 | -8% | -2% | 9% | 1% | -6% | 1%[59 µM] | 17% | -9% | -13%
O=C(C1=C(O)C(=O)N(CCOCCO)C1c1cccc([N+](=O)[O-])c1)c1cccs1 (stereo unspecified) | -4% | 14% | 2% | -3% | -21% | . | 133%[activator] | -2% | -11%
Cc1cccc(N(C)S(=O)(=O)c2c(C(=O)N3CCCCCC3)c(C)n(C)c2C)c1 | -5% | . | 12% | 1% | -16% | 14%[59 µM] | 26% | 14% | -15%
O=C(O)c1ccc(Cl)c(S(=O)(=O)N2CCC(Cc3ccccc3)CC2)c1 | 3% | 11% | 23% | 1% | -8% | 3% | ? | -7% | -3%
CCCN1C(C(=O)c2ccccc2)=C(OC(=O)c2ccc(C)cc2)c2ccccc2S1(=O)=O | 0% | . | -1% | -8% | -16% | -45%[59 µM] | 31% | 13% | -29%
CCOc1ccc(N2C(=O)S/C(=C\c3cc(OC)c(OC)c(OC)c3)C2=O)cc1 | -1% | -2% | 17% | -2% | -22% | -4% | 15% | 8% | 0%
CCCOC1(C(F)(F)F)NC(=O)N(c2cccc(Cl)c2)C1=O (stereo unspecified) | -21% | . | -15% | -6% | -10% | 3%[59 µM] | ? | -24% | 12%
CCOCCCn1c(=S)[nH]c2cc(C(=O)NCCOC)ccc2c1=O | -14% | -1% | 25% | 1% | -12% | ? | 17% | -2% | ?
Cc1onc(-c2c(F)cccc2Cl)c1C(=O)NC(C)c1ccccc1 (stereo unspecified) | -10% | -2% | 10% | -3% | -1% | 58%[activator] | 96%[activator] | -11% | 8%
O=C(Cc1ccccc1)c1ccc(Cl)cc1 | ? | -2% | 4% | -10% | -15% | 1%[59 µM] | 134%[activator] | -3% | 77%[activator]
COc1cc2c(cc1OC)C(CC#N)=NC(C)(C)C2 | -4% | 14% | 11% | -9% | 2% | ? | 0% | -4% | -8%
Cc1cccc(NC(=O)Nc2cnccn2)c1 | 1% | 0% | -11% | 0% | 1% | ? | -2% | 2% | -27%
COc1ccc(NCc2nc3ccccc3n2CCOc2ccc(C)cc2)cc1 | 32%&-13%[activator] | -2% | -17%&-21% | -8%&-9% | -18%&-18% | 14µM* | -9%&-20% | -22%&-10% | 10µM*
CCCc1nnc(NC(=O)c2c(O)c3c([nH]c2=O)CCCC3)s1 | -8% | 6% | -17% | 0% | 5% | 23%[59 µM] | 17% | -5% | 7%
CCN(CCCNC(=O)c1ccc(Sc2ccc(F)cc2)c(NC(C)=O)c1)c1ccccc1 | -7% | . | -9% | -18% | -14% | ? | 5% | -10%[60.1 µM] | ?
O=C(Cn1[nH]c(=O)c2ccccc2c1=O)NCCN1C(=O)S/C(=C\c2ccccc2)C1=O | . | 6% | . | . | ? | . | ? | -30% | .
CN1CCN(c2ncnc3ccc(-c4ccoc4)cc23)CC1 | . | -2% | . | 84%[activator] | . | 3%[0.501 µM] | . | 1%[60.1 µM] | .
O=C(Nc1ccccc1)c1cccc(C(=O)Nc2ccccc2)n1 | 0% | 4% | ? | -7% | -20% | -12%[12.7 µM] | 13% | 3% | -17%
C[N+]1(CC2COC3(CCCCC3)O2)CCCC1 (stereo unspecified) | 2% | -3% | -2% | 3% | 3% | 14µM* | 22% | -6% | 1%
O=C(CC1C(=O)NCCN1Cc1cccc(Oc2ccccc2)c1)NCCn1cccn1 (stereo unspecified) | -9% | -2% | 0% | -1% | -14% | -1% | 38%[activator] | -14% | -4%
COc1ccccc1NC(=S)NCc1ccccc1Cl | -5% | 4% | -12% | 2% | -11% | . | 103%[activator] | 1% | 0%

Two entries from above, as labelled records:
Cc1ccc(N2CCN(C(=O)N3CCCC3)CC2)cc1Cl
  Anesthetic bind: -2%	APE1 inh: 4%	POLB inh: -14%	BLM helicase inh: -3%	Pol eta inh: -6%	G9a inh: -29%[59 µM]	POLI inh: -1%[58.9 µM]	POLK inh: -1%	BAZ2B block: -1%
Oc1ccccc1-c1cc(C(F)(F)C(F)F)nc(-c2ccccc2)n1
  Anesthetic bind: -11%	APE1 inh: -6%	POLB inh: 5%	BLM helicase inh: 0%	Pol eta inh: 4%	G9a inh: -7%	POLI inh: 5%	POLK inh: -5%	BAZ2B block: -24%

A portion of the library (hit frequency here may not be typical).
